# Assay outcomes (PubChem BioAssay)
# JMJD2A Tudor inh = qHTS Assay for Inhibitors of JMJD2A-Tudor Domain; AID 504339, 2011; AlphaScreen JMJD2A-Tudor / H3K4me3 peptide binding; Potency, µM (highest dose often 114 µM), without a hit: top-dose activity change, negative = inhibition, hits mostly inhibitors; Lysine-specific demethylase 4A (Homo sapiens), O75164; hit rate 4.4% among 390,000; note: potency is the fitted concentration of half-maximal effect; % is set by controls: 0 for no effect and ±100 for the full control effect; nearly all actives have a fitted effect of over 50% in size
# Tb PGK inh = qHTS Assay to Find Inhibitors of Phosphoglycerate Kinase | Potency, µM (titrated, usually from 57.5 µM), inactives show at the top dose activity change, negative = inhibition, actives largely listed as inhibitors | Phosphoglycerate kinase, glycosomal (Trypanosoma brucei brucei), P07378 | hit rate 0.043% among 380,000 | PGK/GAPDH coupled, Kinase-Glo luminescence, 60 min; note: potency is the fitted concentration of half-maximal effect; % is set by controls: 0 for no effect and ±100 for the full control effect; nearly all actives have a fitted effect of over 60% in size
#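 Luminescent ATP detection (Kinase-Glo Plus) follows a 60-minute room-temperature incubation, with wells lacking PGK as controls. Buffer: 100 mM TEA (pH 7.6), 5 mM MgCl2, 0.01% Tween-20. Coupling enzyme GAPDH (100 nM final) supplies unstable 1,3-BPG in-well.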
# BAZ2B inh = qHTS Assay for Inhibitors of BAZ2B. Bromodomain adjacent to zinc finger domain protein 2B (Homo sapiens), Q9UIF8. AlphaScreen BAZ2B-H3K14Ac peptide displacement. Potency, µM (doses to about 114 µM), inactives show at the highest dose activity change, negative = inhibition, actives largely listed as inhibitors. hit rate 4.4% among 360,000; note: potency is the fitted concentration of half-maximal effect; % is set by controls: 0 for no effect and ±100 for the full control effect; nearly all actives have a fitted effect of over 60% in size
#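 AlphaScreen displacement of biotin-H3(5-23)K14Ac peptide (50 nM final) from BAZ2B (50 nM final) in PBS pH 7.4, 0.01% Tween-20; complex preformed 30 min RT, then compounds (top 110 uM) 30 min RT, beads 20 min dark.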
# Pol eta inh = qHTS for Inhibitors of Polymerase Eta | recombinant Pol eta, fluorescent DNA replication assay | DNA polymerase eta (Homo sapiens), Q9Y253 | Potency, µM (series often up to 114 µM), for inactives: top-dose activity change, negative = inhibition, most hits filed as inhibitors | hit rate 1.2% among 390,000; note: potency is the fitted concentration of half-maximal effect; % is set by controls: 0 for no effect and ±100 for the full control effect
# Target sequence (Q9Y253 whole entry, looked up): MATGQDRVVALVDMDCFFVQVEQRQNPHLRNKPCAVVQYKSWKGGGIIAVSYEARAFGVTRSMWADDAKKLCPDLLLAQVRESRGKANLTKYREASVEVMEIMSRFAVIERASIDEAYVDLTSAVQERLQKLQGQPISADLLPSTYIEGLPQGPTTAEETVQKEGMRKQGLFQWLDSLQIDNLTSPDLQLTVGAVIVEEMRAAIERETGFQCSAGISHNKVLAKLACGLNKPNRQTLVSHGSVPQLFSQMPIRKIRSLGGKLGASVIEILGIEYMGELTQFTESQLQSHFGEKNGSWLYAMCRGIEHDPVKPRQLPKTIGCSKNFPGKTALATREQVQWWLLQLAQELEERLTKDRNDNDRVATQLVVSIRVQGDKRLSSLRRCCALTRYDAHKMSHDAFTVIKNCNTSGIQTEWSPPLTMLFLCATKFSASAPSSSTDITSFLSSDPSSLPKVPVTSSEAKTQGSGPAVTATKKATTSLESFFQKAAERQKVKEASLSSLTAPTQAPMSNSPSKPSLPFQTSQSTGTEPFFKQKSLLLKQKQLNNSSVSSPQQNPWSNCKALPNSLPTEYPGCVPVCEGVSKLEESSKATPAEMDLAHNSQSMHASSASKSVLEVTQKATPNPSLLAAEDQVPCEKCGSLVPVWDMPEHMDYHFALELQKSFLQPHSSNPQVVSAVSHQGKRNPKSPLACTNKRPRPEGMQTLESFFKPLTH
#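 Fluorescent replication assay: 50 nM final substrate added after a 15 min room-temperature compound preincubation with 10 nM enzyme. Signal taken at 0 min and again at 10 min.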
# Pin1 inh = qHTS Assay to Find Inhibitors of Pin1. Pin1 FP peptide displacement, HiFluor488, 10 min. Potency, µM (series often up to 115 µM), without a hit: at the top dose activity, negative = inhibition, actives largely listed as inhibitors. hit rate 0.009% among 390,000. AID 504891, 2011. Peptidyl-prolyl cis-trans isomerase NIMA-interacting 1 (Homo sapiens), Q13526; active = well fitted inhibition curve with a large enough effect in the polarisation, with a control signal flat, not every such curve was filed as active; inconclusive = small, poorly fitted or top-dose-only effect, or effect the other way, or a change in a side signal; inactive = no such curve, though single readings can be large or run the other way; the % refers to the polarisation; note: potency is the fitted concentration of half-maximal effect; % is set by controls: 0 for no effect and ±100 for the full control effect
# Target sequence (Q13526 whole entry, looked up): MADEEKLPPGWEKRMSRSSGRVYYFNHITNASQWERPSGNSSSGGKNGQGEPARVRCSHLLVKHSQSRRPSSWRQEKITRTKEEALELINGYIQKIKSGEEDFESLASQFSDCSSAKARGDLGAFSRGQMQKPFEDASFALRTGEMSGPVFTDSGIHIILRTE
# HP1b chromo inh = HTS for Inhibitors of HP1-beta Chromodomain Interactions with Methylated Histone Tails; AlphaScreen HP1-beta / biotin-H3K9me3 peptide binding; Potency, µM (titrated, usually from 114 µM), inactives show at the highest dose activity change, negative = inhibition, usual class: inhibitors; hit rate 0.56% among 390,000; AID 540317, 2011; note: potency is the fitted concentration of half-maximal effect; nearly all actives have a fitted effect of over 70% in size; inactives centre near 23
# Target sequence (P83916 whole entry, looked up): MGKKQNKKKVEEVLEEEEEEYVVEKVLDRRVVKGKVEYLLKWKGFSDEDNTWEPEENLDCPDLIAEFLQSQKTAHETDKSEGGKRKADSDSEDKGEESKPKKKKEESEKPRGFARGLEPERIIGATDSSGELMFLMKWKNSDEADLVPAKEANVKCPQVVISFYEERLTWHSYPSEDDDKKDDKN
#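 HP1-beta protein (50 nM final) preincubated 30 min at room temperature with biotinylated H3(1-18)K9me3 peptide (50 nM) in PBS pH 7.4, 0.01% Tween-20, then compound added for 30 min. AlphaScreen streptavidin donor/nickel chelate acceptor beads (10 ug/mL final), 30 min dark, luminescence read.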
# PI4K2A block = qHTS for small molecular inhibitors of PI4K2A; activity change, negative = inhibition, % at 76.9 µM; AID 1346378, 2018; purified PI4K2A, ADP-Glo luminescence, 1 h; stronger effect = lower value; hit rate 0.13% among 420,000; in the data active = activity change below about -50%; inconclusive = mostly about -30% to -49%;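 note: -100% = wells without enzyme as full effect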
#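 In this quantitative HTS, ADP production by PI4K2A was quantified luminescently after 1 h at ambient temperature; 100 microM adenosine served as plate-quality control.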
# G9a block = qHTS Assay for Inhibitors of Histone Lysine Methyltransferase G9a. G9a H3K9 monomethylation, AlphaScreen, 2 h. Potency, µM (doses to about 102 µM), without a hit: at the top dose activity, negative = inhibition, hits mostly inhibitors. hit rate 8.8% among 350,000. AID 504332, 2011. Histone-lysine N-methyltransferase EHMT2 (Homo sapiens), Q96KQ7; note: potency is the fitted concentration of half-maximal effect; % is set by controls: 0 for no effect and ±100 for the full control effect; nearly all actives have a fitted effect of over 75% in size
#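 G9a (20 nM) was preincubated 15 min with compound, then reacted 2 h at room temperature with 500 nM biotin-H3K9 peptide and 20 µM SAM. Monomethyl-H3K9 detected by AlphaScreen using anti-H3K9me1 antibody.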
# GLS inhibitor = qHTS for Inhibitors of Glutaminase (GLS). Glutaminase kidney isoform, mitochondrial (Homo sapiens), O94925. GLS enzymatic activity, qHTS titration. Potency, µM (highest dose often 45.5 µM), inactives show top-dose activity change, negative = inhibition, hits mostly inhibitors. hit rate 0.21% among 410,000. AID 624170, 2012; note: potency is the fitted concentration of half-maximal effect; % is set by controls: 0 for no effect and ±100 for the full control effect
#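 Two-point fluorescence kinetic (t0, 30 min RT) for hKGA; glutamate detected via glutamate oxidase–HRP–Amplex Red. Substrate: 1 mM L-glutamine solution; buffer 45 mM KH2PO4, pH 8.2.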
# Active calls of the source: *; i = inactive; ? = inconclusive; / = no result given; [ ] = dose if it differs, or a comment. Unless noted, calls come from the whole dose curve; as a rule, active = well fitted curve in the direction sought with a large enough effect; inconclusive = small, poorly fitted or top-dose-only effect, or another doubt; inactive = no such curve, though single readings can be large; an effect the other way counts as inactive or inconclusive. Some of the compounds tested; the hit share may differ from the screen's.
SMILES,JMJD2A Tudor inh,Tb PGK inh,BAZ2B inh,Pol eta inh,Pin1 inh,HP1b chromo inh,PI4K2A block,G9a block,GLS inhibitor
CCOC(=O)C(CC)Sc1ncnc2sc3c(c12)CCCC3 (stereo not given),114%[activator],-6%,180%[activator],-4%,8%,130%[activator],4,168%[activator][59 µM],-14%
Nn1c(Cc2cccc3ccccc23)nnc1SCn1nnc2ccccc2c1=O,-14%,-6%,-5%,10%,2%,32%,6,4.5µM*,-4%
COc1ccc(S(=O)(=O)N(C)CC(=O)NC2CC2)cc1,-9%,/,5%,8%,-8%,31%,-2,-11%[59 µM],-3%
COc1cc(C(=O)Nc2nnc(CC(C)(C)C)s2)cc(OC)c1OC,0%,-4%,0%,4%,16%,41%[activator],4,?,12%
COc1ccc(NC(=O)C(Cc2ccccc2)n2cccc2)cc1 (stereo not given),-22%,-1%,?,1%,-2%,-24%,3,-32%,0%
CCOc1ccccc1NC(=O)C1CCN(S(=O)(=O)c2c(C)noc2C)CC1,11%,-14%,-7%,-6%,0%,22%,-1,32%[59 µM],-1%
COc1ccc(CN2C(=O)CC(Cc3ccc(C)cc3)C2=O)cc1OC (stereo not given),-12%,-5%,12%,-18%,-7%,14%,3,21%[59 µM],1%
Cc1ccc2c(c1)N(CC(=O)N1CCOCC1)C(=O)C(C)O2 (stereo not given),-7%,7%,2%,4%,-1%,5%,3,13%,7%
CN(C(=O)CN1C(=O)S/C(=C\c2ccccc2)C1=O)C1CCS(=O)(=O)C1 (stereo not given),-9%,-5%,-1%,0%,2%,33%,-3,/,8%
NNC(=S)Nc1cc(S(=O)(=O)N2CCOCC2)ccc1N1CCOCC1,-21%,-7%,?,-10%,-9%,6%,-3,39%[59 µM],?
COc1cc(NC(=O)CN2C(=O)NC(CC(C)C)C2=O)cc(OC)c1OC (stereo not given),-10%,-6%,-2%,-10%,7%,23%,-12,5%[12.7 µM],-1%
Cc1ccc(-c2nc(NC(=O)CSc3nnnn3-c3ccccc3)ns2)cc1,2%,-4%,-1%,-14%,-6%,43%[activator],5,-22%,-6%
CCC(C)NC(=O)c1ccc2nc(CCc3ccccc3)oc2c1 (stereo not given),-8%,10%,3%,-3%,-4%,13%[57 µM],7,4%[59 µM],13%
COc1ccc(OC)c(Nc2sc(C(=O)c3ccccc3)c(N)c2S(=O)(=O)c2ccccc2)c1,-24%,-6%,-5%,-18%,27%,13%,1,10%[59 µM],1%
COc1cc(/C=N/N=C(N)N)ccc1OCc1ccccc1Cl,?,i,-38%,?,0%,-9%,-3,?,6%
Cc1ccnc(NC(=O)c2cccc(NS(=O)(=O)c3ccccc3C)c2)c1,-20%,-4%,2%,-16%,-8%,10%,1,19%[59 µM],6%
O=C(Cn1cc(/C=N/NC(=O)c2cccc3ccccc23)c2ccccc21)Nc1ccc(F)cc1,-16%,0%,-2%,-1%,18%,44%[activator],0,-5%[59 µM],-4%
O=C(c1ccccc1)N1CCc2cc(CNS(=O)(=O)c3ccc(Cl)s3)ccc21,-19%,-2%,1%,-15%,-7%,19%[57 µM],-6,3%[59 µM],4%
COC(=O)C1=C(N)N(c2ccccc2F)C2=C(C(=O)CC(C)(C)C2)C1c1ccc(OC)c(OC)c1 (stereo not given),?,-5%,?,-20%,?,-19%,-2,-4%[59 µM],11%
Cc1ccc(-n2ncc3c(NCCCN(C)C)ncnc32)cc1Cl,-18%,4%,-10%,-7%,0%,18%,-2,-20%[59 µM],1%
COc1cc(C=O)ccc1Oc1nnnn1-c1ccccc1,-9%,-10%,-3%,-6%,-11%,32%,13,31%,-8%
Cc1ccc(NC(=O)CCc2ccc(S(=O)(=O)N3CCOCC3)cc2)c(Cl)c1,-15%,7%,/,-7%,4%,35%,-7,/,-2%
CC(=O)Nc1ccc(Nc2cc(C)nc3c(-c4ccc(Cl)cc4)cnn23)cc1,5%,5%,6%,-21%,-11%,51%[activator],1,55%[activator][59 µM],5%
Cc1oc(-c2ccc(Cl)cc2)nc1CS(=O)CC(=O)N1CCN(c2cccc(C(F)(F)F)c2)CC1 (stereo not given),?,-8%,-5%,7%,0%,0%,4,?,-21%
CC(=O)c1ccc(-c2nnc(CCC(=O)N3CCCC(C(=O)CC(C)C)C3)o2)s1 (stereo not given),3%,2%,-7%[57.1 µM],-8%,5%,27%,0,18%,1%
Cc1cc[n+](-c2nc3ccccc3nc2[N-]S(=O)(=O)c2ccccc2)cc1,1%,-1%,-16%,-6%,6%,47%[activator],-8,?,9%
CCOC(=O)CNC(=S)N(CCCN1CCN(C)CC1)Cc1cccs1,1%,-6%,1%,5%,0%,21%,-4,17%,6%
Cc1cc(C)cc(OCC(=O)Nc2ccc(N3CCN(C(=O)c4ccco4)CC3)cc2)c1,-27%,-10%,-3%,10%,-8%,14%,0,?,-2%
COc1ccc(CN(C(=O)c2oc3cc(C)c(C)cc3c2C)C2CCS(=O)(=O)C2)cc1OC (stereo not given),?,-3%,-36%,-10%,-12%,17%,-2,-20%,14%
N#Cc1cccc(N=c2ssnc2Cl)c1,13µM*,-9%,28µM*,-17%,-2%,?,-3,0.89µM*,?
CCCn1c(Nc2nc3ccccc3n2C)nc2ccccc21,56µM*,-7%,8.9µM*,-21%,-1%,34%,8,-1%,5%
N#Cc1cc2c(=O)n3ccccc3nc2n(-c2ccccc2Cl)c1=O,12%,-4%,/,6%,?,57%[activator],5,8%,1%
Cc1ccc(N(C)C(=O)CN2C(=O)CCc3cc(S(=O)(=O)N4CCOCC4)ccc32)cc1,-14%,3%,?,-8%,3%,21%,-1,?,3%
Cc1ccc(-c2nc(CN(C)Cc3ccc4nccnc4c3)c(C)o2)s1,-23%,0%,-20%,-15%,1%,12%,-2,?,0%
Cc1ccc(S(=O)(=O)Nc2ccc(C(=O)NCc3cccnc3)cc2)cc1,4%,-10%,-4%,-20%,-10%,37%,4,31%,-6%
COc1ccccc1OC(=O)Cc1cccc2ccccc12,18%,1%,7%,-15%,-9%,68%[activator],-1,32%[59 µM],-6%
COc1cc(CNC2CCCCC2OC)cc(OC)c1OC (stereo not given),?,0%,?,0%,-3%,?,-16,11µM*,-7%
N#CC1=C(SCC(=O)Nc2ccccc2)NC(=O)CC1c1ccc(O)cc1 (stereo not given),-18%,1%,7%,-3%,-21%,31%,2,6%,14%
Cc1cc(S(=O)(=O)Nc2ccc(C(=O)NCC(c3ccccc3)N(C)C)cc2)ccc1F (stereo not given),-11%,5%,-12%,-13%,1%,20%,3,/,17%
CC(Sc1n[nH]c(N)n1)C(=O)Nc1ccc(Cl)cn1 (stereo not given),-5%,0%,-2%,1%,1%,26%,4,23%,20%
Cc1ccc([N+](=O)[O-])cc1NC(=S)NC(=O)C(C)(C)C,-24%,-10%,?,-4%,0%,-10%,0,-50%,51%[activator]
COc1ccc(CNC(=O)c2cc(-c3ccncc3)nc3c(C)cc(C)cc23)cc1OC,-16%,1%,?,-16%,28%,2%,1,14%[12.7 µM],-2%
Cc1ccc(-c2nn3cnnc3c3ccccc23)cc1,-6%,-9%,-1%,-4%,0%,32%,0,-3%,-2%
CC(C(=O)Nc1c2c(cc3c1CCC3)CCC2)N1CCCC1 (stereo not given),-5%,0%,-2%,-19%,2%,26%,3,-1%[59 µM],-5%
Cc1noc(NS(=O)(=O)c2ccc(NC(=O)CC34CC5CC(CC(Br)(C5)C3)C4)cc2)c1C,-18%[57.1 µM],-1%,-38%,7%,5%,39%[activator],0,71µM*,13%
Cn1c(SCC(=O)c2ccccc2)nnc1-c1ccccn1,-9%,-5%,79µM*,-14%,-3%,38%,-1,-2%,-14%
Cc1ccc(S(=O)(=O)NN=CC=CC=NNS(=O)(=O)c2ccc(C)cc2)cc1,/,3%,/,-9%,/,/,-4,/,-1%
Cc1cccc(NC(=O)CN(C2=NC3CS(=O)(=O)CC3S2)c2ccccc2F)c1 (stereo not given),-7%,-3%,-5%,-5%,-2%,40%[activator],2,21%,-3%
Cc1ccc(-c2nc3sc4c(N)ncnc4c3c3c2CCCC3)cc1,-17%,i,-20%,?,4%,24%,3,-1%,/
Cc1ccc(C)c(OCC(=O)OCC(=O)Nc2c(C)nn(-c3ccccc3)c2C)c1,-16%,-7%,0%,-9%,-4%,31%,-3,?,0%
CC(=O)Nc1sc(C)c(C)c1C(=O)OCC(=O)N(C)c1c(N)n(Cc2ccccc2)c(=O)[nH]c1=O,-16%,-3%,6%,-14%,0%,2%,2,31%[0.501 µM],1%
Cc1ccc(C)c(C(=O)NCCN(C)C)c1,2%,-13%,8%,-11%,-1%,35%,3,11%[59 µM],2%
